Screens deposited in PubChem by several laboratories.
VCAM1 TNFa inh: reduces TNF alpha induced VCAM1 expression in HUVEC; inhibition, % at 2 µM; HUVEC TNFa-induced VCAM-1 immunofluorescence, high-content imaging; actives 0.48% (n = 95,000); AID 802;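 active = inhibition above the batch mean plus 3 SD, with images confirmed as a hit by eye, cut at about 37% in these data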;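 note: 0% = TNF-stimulated DMSO wells and 100% = unstimulated control wells; not every result past the cut was called active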
Fibroblast inh: blocks proliferation of human lung fibroblasts; LL 47 human lung fibroblast viability, ATP luminescence; active compounds read low; viability, % at 10 µM; actives 1.1% (n = 85,000); AID 719;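 active = viability at or below 50% in the single dose screen; inactive = viability above 50%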;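 note: compound exposure lasted 72 h before the ATP readout; 100% = median luminescence of untreated cell-only wells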
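Material: human LL 47 lung fibroblast cells; quantity: 1,150 cells/well; medium: IMEM plus 15% FBS; doses: 0.1% DMSO in all compound wells; timing: overnight attachment after seeding, then 72 h compound exposure at 37 °C; detection: CellTiter-Glo luminescence; measure: % viability of median cell-only signal; controls: cell-only wells, no compound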
HUVEC prolif 384: blocks proliferation of human endothelial cells; HUVEC proliferation, CellTiter-Glo luminescence, 72 h; active compounds read low; viability, % at 10 µM (by protocol); actives 1.1% (n = 86,000); AID 648;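 active = viability at or below 30%; inactive = viability above 30%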;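 note: 100% = median luminescence of DMSO-only cell control wells on each plate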
IL1B cytotox: toxic to HUVEC cells under IL-1B stimulation | actives 0.41% (n = 94,000) | HUVEC cell count loss, Hoechst imaging, IL-1B stimulated | cell count reduction, % at 2 µM;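 active = cell count reduction more than 3 SD above the screen-wide mean, cut at about 70% in these data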;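 note: normalized per plate to untreated control cells as the no-loss baseline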
PTK2B oligo ant: antagonists of human Pyk2 oligomerization; Q14289; actives 0.83% (n = 99,000); Q293 cells, Pyk2 FERM NanoBiT luminescence; active compounds read low; z-score (the deposit names both 25 µM and 10 µM); AID 1347419;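 active = Z-score of -3 or lower, scaled per plate to the spread of control and sample wells; inactive = z-score above -3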;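 note: negative z-score means lost luminescence so less FERM oligomerization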
Target sequence (Q14289 whole entry, looked up): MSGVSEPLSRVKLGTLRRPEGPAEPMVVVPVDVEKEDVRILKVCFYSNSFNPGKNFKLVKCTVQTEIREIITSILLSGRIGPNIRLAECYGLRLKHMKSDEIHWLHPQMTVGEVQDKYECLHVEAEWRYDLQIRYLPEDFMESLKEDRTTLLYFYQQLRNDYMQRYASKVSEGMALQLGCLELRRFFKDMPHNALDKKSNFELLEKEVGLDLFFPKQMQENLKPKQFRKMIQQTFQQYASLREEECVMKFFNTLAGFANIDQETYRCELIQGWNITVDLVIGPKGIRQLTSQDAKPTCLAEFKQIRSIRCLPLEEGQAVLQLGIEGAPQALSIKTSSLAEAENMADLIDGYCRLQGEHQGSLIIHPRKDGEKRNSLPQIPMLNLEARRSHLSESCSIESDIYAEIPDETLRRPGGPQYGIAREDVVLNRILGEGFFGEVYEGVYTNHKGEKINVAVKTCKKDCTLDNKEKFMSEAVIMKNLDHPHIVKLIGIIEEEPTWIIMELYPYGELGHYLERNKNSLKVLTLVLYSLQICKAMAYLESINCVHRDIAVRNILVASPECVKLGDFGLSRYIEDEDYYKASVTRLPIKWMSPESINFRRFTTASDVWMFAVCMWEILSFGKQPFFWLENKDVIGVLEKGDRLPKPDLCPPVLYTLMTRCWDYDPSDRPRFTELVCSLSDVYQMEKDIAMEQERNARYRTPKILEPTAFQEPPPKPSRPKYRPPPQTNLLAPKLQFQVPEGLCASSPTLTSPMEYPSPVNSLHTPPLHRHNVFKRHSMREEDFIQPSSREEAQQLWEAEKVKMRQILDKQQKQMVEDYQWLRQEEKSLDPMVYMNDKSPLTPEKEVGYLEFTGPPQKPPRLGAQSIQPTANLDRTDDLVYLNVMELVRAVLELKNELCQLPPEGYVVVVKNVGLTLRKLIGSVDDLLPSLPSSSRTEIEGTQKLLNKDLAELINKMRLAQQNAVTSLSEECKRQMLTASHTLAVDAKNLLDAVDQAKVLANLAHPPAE
HUVEC tox TNFa: toxic to HUVEC cells under TNF alpha stimulation. HUVEC TNFalpha-stimulated, Hoechst cell count, imaging. cell count reduction, % at 2 µM. actives 0.17% (n = 93,000);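 active = cell count reduction exceeding the screen mean by over 5 SD, scaled to untreated wells per plate, cut at about 78% in these data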;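 note: cells counted after 24 h of TNF alpha exposure following the 1 h pretreatment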
H69AR growth 86K: blocks growth of human H69AR lung tumor cells; H69AR lung tumor viability, ATP luminescence, 72 h; active compounds read low; actives 6% (n = 85,000); viability, % at 10 µM; AID 598;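 active = viability at or below 40%; inactive = viability above 40%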;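 note: multidrug resistant small cell line overexpressing MRP-1 efflux transporter; 100% = mean luminescence of untreated control wells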
Smad3 inh: inhibitors of human Smad3 transcription factor binding; P84022; TR-FRET Smad3/Dy647-FoxH1 peptide binding, europium anti-His; inhibition, % at 25 µM; actives 0.29% (n = 88,000); AID 630;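 active = compounds that reduce the energy-transfer binding signal between the protein and its labelled peptide by more than half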;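 note: 0% = Smad3 plus labelled peptide maximal FRET and 100% = peptide-only background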
cytoskel mod: alters cytoskeleton assembly in HUVEC cells; HUVEC TNFa F-actin phalloidin imaging, high content; inhibition, % at 2 µM; actives 0.18% (n = 91,000); AID 836;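 active = inhibition above the batch mean plus 3 SD and confirmed as a hit by visual image inspection, cut at about 30% in these data, passing the limit was not always enough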; note: strong numbers were not always called active
The depositor's hits bear a star; · = no result given; [ ] = remark or other dose.

SMILES	VCAM1 TNFa inh	Fibroblast inh	HUVEC prolif 384	IL1B cytotox	PTK2B oligo ant	HUVEC tox TNFa	H69AR growth 86K	Smad3 inh	cytoskel mod
CC1(C)CC(NC(=O)c2ccc3c(c2)OCO3)CC(C)(C)N1	7	99	99	-14	-0.55	-5	96	-6	-38
COC(=O)c1cn(-c2ccccc2)nc1-c1ccccc1	4	92	100	12	-1.2	-3	93	0	-15
COc1ccccc1Oc1coc2cc(O)ccc2c1=O	9	103	86	0	-0.37	4	104	10	7
CCC(=O)Nc1c2c(nn1-c1ccc(C)cc1C)CSC2	14	104	100	-10	0.08	-25	86	-15	30
COC(=O)c1ccc(NC(=O)CSc2nnc(COc3ccccc3)n2C)cc1	-1	101	105	6	1.1	5	95	3	6
CCN(Cc1ccccc1)Cc1c(F)cccc1F	15	·	88	-23	1.2	-15	94	2	-7
CSc1ccccc1NC(=O)c1ccc(Br)o1	17	·	·	5	-0.88	-11	·	·	-8
COc1cccc(NC(=O)c2oc3ccccc3c2NC(=O)C2CC2)c1	-21	107	86	-100	-2.1	-28	72	7[fluorescence artefact?]	11
O=c1c2c3c(sc2n2cnnc2n1CCc1ccccc1)CCCC3	-20	102	75	13	-1.1	-33	44	0	-6
O=c1cc(CO)oc(C(Nc2ccccn2)c2cccc(F)c2)c1O (stereo not drawn)	14	97	102	13	·	-9	91	-11	0
Cc1ccccc1C(=O)N/N=C/c1ccc([N+](=O)[O-])s1	-20	64	7.2*	-8	-0.47	0	21*	18	16
COCC(C)NC(=O)NC1(C(F)(F)F)Oc2ccc(Cl)cc2O1 (stereo not drawn)	6	65	52	35	0.53	-1	23*	-2	22
CCc1nc2oc3cc(OC)ccc3c(=O)c2c(=O)n1Cc1ccco1	16	99	105	15	1.3	-17	82	3	-15
O=S(=O)(c1cccc2nsnc12)N1CCOCC1	-9	111	91	-7	0.3	-12	85	-20	-5
CCOC(=O)N1CCN(c2cc3nccnc3cc2F)CC1	23	106	114	11	-0.59	-7	87	5	26
CC(C)OC(=O)CSc1nc2c(c(C3CC=CCC3)c1C#N)CCC2 (stereo not drawn)	-7	107	87	0	-1.6	-9	66	6	·
Cc1ccc(C(=O)CC2(O)C(=O)N(Cc3ccccc3)c3ccccc32)o1 (stereo not drawn)	29	89	75	-15	0.67	-7	40	7	-9
COc1cccc(/C=N/NC(=O)C(=O)N2CCCC2)c1	-15	·	·	-3	0.23	6	·	·	-24
CCC(=O)Nc1ccc(C(=O)n2nc(C)cc2C)cc1	-16	106	90	0	-0.52	11	84	-5	3
COc1cc(C(=O)OC(C)C(=O)NCC2CCCCC2)cc(NC(=O)c2ccco2)c1OC (stereo not drawn)	-9	98	100	-1	-0.3	-10	13*	-5	2
N/C(CCN1CCCCC1)=N/O	1	95	105	-17	0.65	9	99	-4	-11
O=S(=O)(c1ccc(OCc2nc3ccccc3s2)c(Cl)c1)N1CCOCC1	·	96	65	·	0.1	·	·	-4	·
Cn1c(Nn2cnnc2)nc2ccccc21	14	101	95	-69	0.11	-40	98	-9	7
CC1CC(C)CN(C(=O)CCNS(=O)(=O)c2cccs2)C1 (stereo not drawn)	·	105	96	·	0.56	·	97	·	·
COc1ccc(C(=O)Nc2ccc(Cl)cc2C(=O)NCc2ccco2)cc1OC	9	101	75	-19	-1.7	-16	75	2	-49
O=S(=O)(N/N=C\c1cccn1-c1ccccc1)c1ccc2ccccc2c1	13	·	·	-15	1.3	-15	·	·	0
COc1ccc(C(=O)NCc2cccnc2)cc1	26	97	92	20	0.05	-3	94	-3[fluorescence artefact?]	19
O=C(/C=C/c1ccccc1)NNC(=O)c1cccnc1	5	·	·	0	0.1	4	·	·	-16
COc1ncnc2c1N=C1CC(C)(C)CC(N)=C1S2	6	·	·	-15	0.05	-16	·	·	1
COCCCNC(=O)CCCOc1ccccc1	·	96	94	·	0.95	·	102	9	·
COc1ccc(Nc2nc(-c3cccs3)cs2)c(OC)c1	13	103	88	-16	-0.53	-8	80	6	0
O=c1c2ccccc2nc(SCc2cc(F)ccc2F)n1C1CCCC1	-48	·	·	13	-0.04	50	·	·	-30
CCCCN(CCCC)CC1OCc2ccccc2CO1	-19	·	·	-4	-0.07	-34	·	·	-17
CCOC(=O)CSC1=C(C#N)C(c2ccco2)C(C(=O)OCc2ccccc2)=C(C)N1 (stereo not drawn)	-9	89	53	-18	1.1	-18	22*	2	25
CCOc1ccc(-c2nnn(CC(=O)NCc3cccs3)n2)cc1	0	94	80	-1	-0.34	-6	61	9	-31
COc1ccc(N/N=C(/N=Nc2nc(C)cc(=O)[nH]2)c2ccccc2)cc1	15	16*	21*	5	-0.54	0	27*	5	-22
CCCCCCNC(=O)CC(NS(=O)(=O)c1ccc(NC(C)=O)cc1)C(C)C (stereo not drawn)	-11	104	96	-16	-0.48	-26	100	5	17
CCN(CC)S(=O)(=O)c1ccc(NC(=O)c2ccc(N(C)S(C)(=O)=O)cc2)cc1	-6	95	68	-16	-0.68	-25	92	-2	-4
C=CCn1c(-c2cc(Cl)ccc2OC)n[nH]c1=S	5	99	106	0	1	-5	96	3	0
CC1CCc2c(sc3nc(CN4CCOCC4)nc(NS(=O)(=O)c4cccc([N+](=O)[O-])c4)c23)C1 (stereo not drawn)	-5	·	·	-5	5.4	-18	·	·	-10
CCCCC(NS(=O)(=O)c1ccc(OC)cc1)C(=O)O (stereo not drawn)	·	·	88	·	0.82	·	103	7	·
CN(CC(=O)NC(=O)NCc1ccco1)Cc1nc2ccccc2c(=O)[nH]1	·	89	96	·	0.09	·	85	13	·
CC(=O)Nc1nonc1-c1ccccc1	-8	102	106	-9	-0.64	-10	101	2	·
N#Cc1c(-c2ccccc2)ccnc1Oc1ccccc1	-2	·	·	-2	-1.1	-6	·	·	3
CCOc1ccc(-n2c(=S)sc3c(=O)[nH]c(SCC(=O)N4CCC(C)CC4)nc32)cc1	4	102	84	-4	-0.63	-42	84	9	·
CCOc1cc(S(=O)(=O)Nc2ccc(Cl)cn2)ccc1Cl	-9	105	98	-32	-1.3	-41	98	-17	4
O=C(CN1CCN(c2ncccn2)CC1)N(Cc1ccccc1)c1ccc(F)cc1	5	92	101	22	-0.52	39	110	-6	-3
N=C1C(c2ccccc2)=C(O)C2CCc3ccccc3N12 (stereo not drawn)	·	89	102	·	0.34	·	93	11[fluorescence artefact?]	·
CCOC(=O)C1CCCN(C(=O)N2CCOCC2)C1 (stereo not drawn)	-12	101	111	7	0.16	0	95	-4	6
Cc1cc(-n2nc(C)cc2C)nc(NS(=O)(=O)c2ccccc2Cl)n1	-2	107	96	10	1.2	·	109	-5	14
COCCn1c(=S)[nH]c2cc(C(=O)N3CCC(C(N)=O)(N4CCCCC4)CC3)ccc2c1=O	7	96	88	20	0.01	-15	93	7	-8
COc1cccc(C(=O)N2CCCc3ccccc32)c1	1	88	89	19	-0.05	-34	99	2	31
O=C(COC(=O)C(O)c1ccccc1)c1ccc2c(c1)OCCO2 (stereo not drawn)	7	94	98	-14	1.6	1	102	7	-4
CCOc1cc(C(=O)Nc2ccc3c(c2)OCO3)ccc1OC(F)F	14	91	96	-10	0.49	-11	83	11	2
O=C(CCCC(=O)OCC(=O)c1ccc(Cl)cc1Cl)Nc1cc(C(F)(F)F)ccc1Cl	-27	·	·	2	-0.19	-17	·	·	-4
CCOC(=O)C1C(=O)NC(N2CCN(CC)CC2)=NC1c1ccccc1 (stereo not drawn)	2	106	85	15	0.32	10	·	-7	-36
CC(=O)N1C(=O)C2(C(C#N)=C(N)Oc3c2c(C)nn3-c2ccccc2)c2ccccc21 (stereo not drawn)	-31	93	83	-6	-1.4	0	82	-3	-13
COc1ccccc1-c1c(C)nn2c(C)c(C(C)=O)cnc12	-18	93	104	-30	0.17	-15	90	0	-11
O=C(Nc1nccs1)c1ccc(S(=O)(=O)NCC2CCCCC2)cc1	-10	97	77	3	-2.1	-30	51	2[fluorescence artefact?]	-19
CCc1nnc(NC(=O)c2cccc(S(=O)(=O)N3CCN(c4ccccc4)CC3)c2)s1	2	93	91	8	-3	-35	99	-2	23

Compounds above containing a CF3 group (2):
SMILES	VCAM1 TNFa inh	Fibroblast inh	HUVEC prolif 384	IL1B cytotox	PTK2B oligo ant	HUVEC tox TNFa	H69AR growth 86K	Smad3 inh	cytoskel mod
COCC(C)NC(=O)NC1(C(F)(F)F)Oc2ccc(Cl)cc2O1 (stereo not drawn)	6	65	52	35	0.53	-1	23*	-2	22
O=C(CCCC(=O)OCC(=O)c1ccc(Cl)cc1Cl)Nc1cc(C(F)(F)F)ccc1Cl	-27	·	·	2	-0.19	-17	·	·	-4

(listing goes on)
SMILES	VCAM1 TNFa inh	Fibroblast inh	HUVEC prolif 384	IL1B cytotox	PTK2B oligo ant	HUVEC tox TNFa	H69AR growth 86K	Smad3 inh	cytoskel mod
O=C(Nc1ccccc1N1CCCC1)c1ccco1	30	93	101	35	1.6	-1	89	-3	-11
Cc1ccc(-c2cn(S(=O)(=O)c3ccc(C)cc3)nc2N)cc1	-5	106	79	21	0.15	-21	95	8	7
CC(C)(C)Nc1nc(NN)nc(NC(C)(C)C)n1	14	·	·	-39	-0.08	13	·	·	-8
CCCCc1ccc(NC(=O)CC(C)=O)cc1	0	94	94	-2	0.46	4	99	4	2
COc1ccc2c(c1)C1CC(C)(NC(=O)C1C(=O)c1ccccc1)O2 (stereo not drawn)	27	102	107	-5	-0.4	63	92	-2	1
Cc1ccc2nc(NC3=NCN(Cc4ccccc4)CN3)nc(C)c2c1	·	95	99	·	·	·	63	7[fluorescence artefact?]	·
O=C(CCC1N=C2c3ccccc3N=C(SCc3ccc(F)cc3)N2C1=O)NCc1ccco1 (stereo not drawn)	-16	104	88	0	0.29	-20	66	6	-24
O=C(CN(c1ccc(Cl)c(C(F)(F)F)c1)S(=O)(=O)c1ccccc1)N/N=C/c1cccc2c1OCCO2	19	·	·	-47	-1.9	10	·	·	-12
COc1ccc(S(=O)(=O)CCC(=O)N2c3ccccc3CC2C)cc1 (stereo not drawn)	·	95	98	·	-0.47	·	84	-7	·
COc1ccc(OC)c(S(=O)(=O)N2CCC(C(=O)N3CCN(Cc4ccccc4)CC3)CC2)c1	1	99	108	16	-0.37	2	71	-9	5
COC(=O)c1ccc(S(=O)(=O)c2ccccc2)c(N)c1	-5	94	90	4	-0.54	-21	96	8	12
Cc1cccc(-n2c(SCC(N)=O)nnc2-c2ccccn2)c1C	-2	100	96	11	0	-15	101	-1	-4
Cc1cc(N2CCN(S(=O)(=O)c3ccc4c(c3)OCCO4)CC2)n2ncnc2n1	-25	100	88	-102	0.65	-31	89	3	30
COc1ccccc1C1CN(c2ccccc2)N=C1c1cccs1 (stereo not drawn)	7	102	111	20	-1	-10	79	10	6
CCOC(=O)c1c2n(c3ccc(O)cc13)CCCCC2	-6	98	86	17	-0.74	-22	77	7	8
COc1ccc(CNc2nc(SC)n[nH]2)cc1OC	1	94	93	26	-0.22	-14	102	-4	0
Cc1cnc(NC(=O)CSc2nnc(-c3ccncc3)n2C2CCCCC2)s1	-5	88	86	15	0.58	15	95	1	2

Looked up by structure from above:
SMILES	VCAM1 TNFa inh	Fibroblast inh	HUVEC prolif 384	IL1B cytotox	PTK2B oligo ant	HUVEC tox TNFa	H69AR growth 86K	Smad3 inh	cytoskel mod
CCc1nc2oc3cc(OC)ccc3c(=O)c2c(=O)n1Cc1ccco1	16	99	105	15	1.3	-17	82	3	-15
CN(CC(=O)NC(=O)NCc1ccco1)Cc1nc2ccccc2c(=O)[nH]1	·	89	96	·	0.09	·	85	13	·
CCN(Cc1ccccc1)Cc1c(F)cccc1F	15	·	88	-23	1.2	-15	94	2	-7

This is a subset (hit frequency here may not be typical).
